High-throughput results deposited in PubChem by National Center for Advancing Translational Sciences (NCATS).
AmpC inh no detg = inhibitors of E. coli AmpC beta-lactamase without detergent; P00811; hit rate 0.52% among 330,000; Potency, µM (titrated, usually from 57.1 µM), without a hit: top-dose activity change, negative = inhibition, hits mostly inhibitors; AID 485341; AmpC nitrocefin hydrolysis, absorbance 480 nm, 0.0001% Triton;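 further: potency means the concentration at half of the fitted maximal effect; plate controls were no compound for no effect and no enzyme for full effect; nearly all actives have a fitted effect of over 20% in size; some results filed as inactive show a strong effect at the top dose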
Target sequence (P00811 whole entry, looked up): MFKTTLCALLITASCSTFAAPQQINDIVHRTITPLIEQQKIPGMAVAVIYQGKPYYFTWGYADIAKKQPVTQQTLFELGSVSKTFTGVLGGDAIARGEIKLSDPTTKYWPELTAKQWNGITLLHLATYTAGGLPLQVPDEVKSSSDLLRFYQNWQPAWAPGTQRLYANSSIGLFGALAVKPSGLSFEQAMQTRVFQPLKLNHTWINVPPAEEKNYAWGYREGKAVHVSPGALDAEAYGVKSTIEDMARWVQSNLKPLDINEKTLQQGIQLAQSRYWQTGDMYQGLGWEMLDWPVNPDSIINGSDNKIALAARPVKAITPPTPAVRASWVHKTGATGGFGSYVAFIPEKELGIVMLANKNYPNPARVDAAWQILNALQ
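AmpC (5.3 nM in the dispensed reagent) in 20 mM phosphate pH 7.0 with 0.01% (detergent screen) or 0.0001% Triton X-100 was preincubated with compounds for 15 min at room temperature. Nitrocefin was then added from an 800 uM solution, and hydrolysis was followed at 480 nm.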
AMA1 RON2 block = inhibitors of Plasmodium falciparum AMA1-RON2 interaction; Potency, µM (doses to about 58.2 µM), inactives show at the highest dose activity change, negative = inhibition, most hits filed as inhibitors; AID 720542; AlphaScreen AMA1-biotinylated RON2 peptide binding; hit rate 0.2% among 360,000;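 further: potency means the concentration at half of the fitted maximal effect; 0% = vehicle wells and -100% = peptide control; nearly all actives have a fitted effect of over 45% in size; some results filed as inactive show a strong effect at the top dose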
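AMA1 (3D7) with his tag at 25 nM final met compounds first, then biotinylated RON2 peptide at 25 nM; detection used donor plus acceptor beads, 10 µg/mL apiece, read by AlphaScreen after 30 min at room temperature.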
AmpC detergent = AmpC beta-lactamase inhibition with detergent present; P00811; AmpC hydrolysis of nitrocefin, absorbance 480 nm, 0.01% Triton; Potency, µM (highest dose often 114 µM), for the others: at the highest dose activity change, negative = inhibition, most hits filed as inhibitors; hit rate 0.041% among 370,000;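 further: potency means the concentration at half of the fitted maximal effect; 0% = no-compound wells and -100% = no-enzyme wells; nearly all actives have a fitted effect of over 25% in size; some results filed as inactive show a strong effect at the top dose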
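20 mM phosphate pH 7.0 + 0.01% (detergent screen) or 0.0001% Triton X-100; 5.3 nM AmpC reagent; cpd preinc 15 min RT; nitrocefin (800 uM stock) to start; A480 q20 s × 4 min; Activity was normalised to no-enzyme and no-compound control wells.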
HCMV inh = inhibitors of human cytomegalovirus. HFF cells, HCMV-luciferase reporter, 72 h; active compounds read low. activity change, negative = inhibition, % at 57.5 µM. hit rate 4.5% among 410,000. AID 1259415; in the data active means activity change below about -60%; inconclusive means no clear call, values can overlap the other calls; inactive means above about -39%
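Cell-based, HFFs, 1000 cells/well, 16 h 37C; cpds in DMSO + HCMV-luc, MOI 1 PFU/cell; 72 h 37C; OneGlo luminescence after 5 min RT; norm. to buffer vs Salinomycin 10uM.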
TbPYK inhibitor = T. brucei pyruvate kinase inhibition | Q57TT1 | TbPYK enzyme, Kinase-Glo Plus ATP luminescence, 45 min | Potency, µM (highest dose often 76.8 µM), for the others: top-dose activity, negative = inhibition, hits mostly inhibitors | hit rate 0.12% among 410,000 | AID 624173; further: potency means the concentration at half of the fitted maximal effect; nearly all actives have a fitted effect of over 50% in size
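Luminescence from Kinase-Glo Plus, added after a 45-minute room-temperature reaction, served as the end-point read-out. The enzyme and substrate were preincubated with compound before ADP (130 uM final) initiated turnover. Concentration-effect curves came from normalized qHTS data.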
LmPK inhibitor = LmPK (Leishmania mexicana) enzyme inhibition; purified LmPK, Kinase-Glo ATP luminescence, 1 h; hit rate 0.37% among 290,000; Potency, µM (titrated, usually from 57.5 µM), inactives show top-dose activity change, negative = inhibition, most hits filed as inhibitors; Q27686; AID 1721; further: potency means the concentration at half of the fitted maximal effect
Target sequence (Q27686 whole entry, looked up): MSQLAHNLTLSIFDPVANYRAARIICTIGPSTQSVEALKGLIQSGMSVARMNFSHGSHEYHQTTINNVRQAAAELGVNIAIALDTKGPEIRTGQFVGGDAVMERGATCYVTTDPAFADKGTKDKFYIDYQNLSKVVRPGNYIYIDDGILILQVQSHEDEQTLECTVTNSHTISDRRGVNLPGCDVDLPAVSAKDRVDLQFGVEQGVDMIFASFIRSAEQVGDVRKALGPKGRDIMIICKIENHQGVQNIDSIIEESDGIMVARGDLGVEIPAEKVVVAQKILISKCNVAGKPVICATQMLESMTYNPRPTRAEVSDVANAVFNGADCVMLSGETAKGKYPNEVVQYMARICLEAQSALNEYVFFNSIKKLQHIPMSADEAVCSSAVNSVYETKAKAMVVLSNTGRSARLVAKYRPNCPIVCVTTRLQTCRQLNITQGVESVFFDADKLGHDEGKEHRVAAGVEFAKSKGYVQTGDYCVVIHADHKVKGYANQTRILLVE
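Screened at intermediate enzyme activity to detect both inhibitors and activators: LmPK at 0.1 nM, with a 0.5 nM enzyme column as activation reference. PEP 0.5 mM, ADP 0.1 mM; ATP detected by luminescence after 1 h.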
Sm TGR block = S. mansoni TGR enzyme inhibition. purified TGR, DTNB reduction, TNB absorbance 405 nm. Potency, µM (highest dose often 114 µM), for inactives: at the highest dose activity change, negative = inhibition, most hits filed as inhibitors. hit rate 3% among 360,000. AID 485364; further: potency means the concentration at half of the fitted maximal effect; nearly all actives have a fitted effect of over 60% in size
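Kinetic colorimetric format: TGR-catalysed, NADPH-driven DTNB reduction monitored via TNB absorbance. Enzyme dispensed at 20 nM; compound exposure 15 min at room temperature before reaction start.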
The depositor's hits bear a star; ? = inconclusive; . = no result given; & = joins results of further samples; [ ] = another dose, or the depositor's remark. Unless noted, the call rests on the fitted dose curve; in most records, active means well fitted curve in the direction sought with a large enough effect; inconclusive means small, poorly fitted or top-dose-only effect, or another doubt; inactive means no such curve, though single readings can be large; an effect the other way counts as inactive or inconclusive. Unless noted, on the % scale 0 is the no-effect control and ±100 the full control effect.

Under each structure: LmPK inhibitor	AmpC inh no detg	Sm TGR block	TbPYK inhibitor	HCMV inh	AMA1 RON2 block	AmpC detergent
- CCOP(=O)(Oc1ccccc1)c1c([N+](=O)[O-])cc(C(F)(F)F)cc1[N+](=O)[O-] (centres undefined)
  14%	-7%	-15%	2%	-20	-5%	-20%
- COc1ccc(OC)c(NC(=O)C2(C)CCN2Cc2ccc(SC)cc2)c1 (centres undefined)
  .	.	.	1%	-13	-29%	.
- CCOC(=O)c1scc(-c2ccccc2)c1S(=O)(=O)Nc1ccccc1F
  .	.	-2%	?	-10	.	-2%
- Cc1ccc(NC(=O)CNC(=O)c2ccc3c(c2)OCO3)nc1
  0%	-9%	5%	-1%	20	-1%	4%
- CCC1CCCCN1CCCNC(=O)c1ccc2c(c1)c(C)c(C)n2C (centres undefined)
  -1%	49%	3%	4%	-17	0%	-8%
- COc1ccc(OC)c(C(c2nnnn2Cc2ccccc2)N2CCN(C)CC2)c1 (centres undefined)
  2%	1%	-51%	-6%	-13	6%	?
- COc1ccc(CNC(=O)c2cc(-c3ccc(OC)c(OC)c3)on2)cc1
  -5%	0%	5%	2%	-7	1%	?
- CCOC(=O)c1c(NC(=O)COC(=O)Cn2cnc3c2c(=O)n(C)c(=O)n3C)sc(C)c1CC
  .	?	-8%	-13%	-10	7%	-3%
- O=S(=O)(Nc1ccncc1)c1cc(Cl)c(Cl)cc1Cl
  0%	-14%	119%[activator]	-2%	-6	10%	6%
- Cc1cccc(NC(=S)N2CCC(N(C)CC3CCCO3)CC2)c1 (centres undefined)
  -5%	-29%	?	2%	1	-2%	4%
- COc1ccc(/C=C/C(=O)OCC(=O)NC2CCCC(C)C2C)cc1S(=O)(=O)N1CCOCC1 (centres undefined)
  5%	-2%	-11%	-3%	-2	-1%	3%
- COc1ccc(OC)c(/C=N\Nc2nccs2)c1
  .	.	.	1%	-6	82%[activator]	.
- O=C(/C=C/c1cccc([N+](=O)[O-])c1)OCC(=O)N1CCCCC1
  .	.	.	-7%	-15	-5%	.
- Fc1ccc(N2CCN(c3cnc4ccccc4n3)CC2)cc1
  -8%	0%	-4%	2%	76	18%	-14%
- COc1ccccc1NC(=O)Cc1noc(CSc2n[nH]c(N)n2)n1
  2%	-30%	43%[activator]	3%	-23	36%[activator]	4%
- O=C(CCC(=O)N1CCOc2ccccc21)NCCCN1CCCCC1
  -4%	-14%	8%	-2%	-6	-3%	-1%
- Cn1c(=O)c2c(SCC(=O)NCc3ccco3)nc(CC(C)(C)C)nc2n(C)c1=O
  6%	23%	-17%	3%	?	-8%	?
- COc1cccc(-c2ccnc3[nH]n(-c4ccccc4)c(=O)c23)c1
  1%	-21%	-13%&5%	0%&-4%	65&30	-1%	?
- CCN(CC)S(=O)(=O)c1cccc(-c2cn3cccnc3n2)c1
  7%	-17%	-8%	1%	-22	-5%	-15%
- Cc1cc(-c2ccccc2)c(C#N)c(N)n1
  -3%	.	8%	-9%	82	-4%	-3%
- N/C(=N\c1nc2ccccc2o1)NC(=O)c1ccccc1Br
  -3%	-30%	14%	-8%	4	87%[activator]	13%
- CC(=O)c1cccc(NC(=O)Nc2cnn(Cc3ccc(F)cc3)c2)c1
  4%	-45%	-13%	.	5	.	?
- Cc1ccc2c(CC(=O)NCc3ccco3)coc2c1C
  4%	-13%	15%	-1%	7	-4%	2%
- O=C(NCCCN1CCCC1=O)c1ccccc1NS(=O)(=O)c1ccc(Br)cc1
  17%	12%	7%	2%	52	-7%	5%
- Cc1ccc(Nc2nc(CSc3nnc(-c4cccs4)o3)cs2)cc1
  3%	4%	-11%	0%	7	-5%	?
- CCc1ccc(OC(=O)CN2C(=O)c3ccccc3C2=O)cc1
  7%	-30%	-23%	1%	32	21%	-15%
- COC(=O)\C(C(C)=O)=C(/C=C/C=C/N(C)C)N(C)C
  1%	-11%	-34%	-1%	3	-6%	-14%
- CC(C)=CCN1CCN(Cc2ccc(Oc3ncccn3)cc2)CC1CCO (centres undefined)
  -14%	-18%	?	-1%	2	11%	1%
- Cc1cccc(C(=O)Nc2c(-c3ccccc3)nc3cc(C)ccn23)c1
  .	.	-3%	-5%	10	.	?
- CCOc1ccccc1C(=O)N1c2ccccc2Sc2ccccc21
  10%	-2%	0%	-2%	-30	-9%	?
- COc1ccc(CNC(=O)Cn2c(=O)n3nc(-c4ccc(OC)cc4)nc3c3ccccc32)cc1
  .	.	13%	3%	12	.	5%
- Cc1c(Cl)cccc1NC(=O)CNc1ccccc1F
  3%	1%	-25%	-11%	?	-2%	-4%
- COc1cccc(-c2nn3c(-c4cccc(C)c4)nnc3s2)c1
  9%	32%	-5%	-2%	-14	6%	?
- Cc1ccc(NCc2nnc(SCC(=O)O)n2-c2ccc(C)cc2)cc1
  7%	201%[activator]	0%	0%	-8	-13%	5%
- Cc1ccc(Oc2ccc(C(=O)NCc3ccncc3)cc2)cc1
  -3%	20%	1%	3%	-83*	1%	?
- N#Cc1cccc2cnccc12
  3%	-14%	36%[activator]	-1%	8	1%	-8%
- COc1ccccc1-c1cc(C(F)(F)F)n2ncc(C(=O)N3CCc4ccccc4C3)c2n1
  3%	0%	-24%	-1%	-13	23%	0%
- Cc1ccccc1S(=O)(=O)N1C[C@H]2CON(C)[C@H]2C[C@H]1c1cccc(Oc2ccccc2)c1
  .	.	.	5%	-21	-27%	.
- COc1ccc(CCN2C(=O)CSC2c2ccc(F)cc2)cc1 (centres undefined)
  1%	0%	-13%	-12%	-18	-5%	-10%
- CCN(c1ccccc1)c1nnc(NC(=O)Nc2ccccc2F)s1
  .	.	-11%	2%	-12	.	5%

Three structures from above, arranged by molecular weight, rising.
Under each structure: LmPK inhibitor	AmpC inh no detg	Sm TGR block	TbPYK inhibitor	HCMV inh	AMA1 RON2 block	AmpC detergent
- Cc1ccc2c(CC(=O)NCc3ccco3)coc2c1C
  4%	-13%	15%	-1%	7	-4%	2%
- CCOc1ccccc1C(=O)N1c2ccccc2Sc2ccccc21
  10%	-2%	0%	-2%	-30	-9%	?
- CC(C)=CCN1CCN(Cc2ccc(Oc3ncccn3)cc2)CC1CCO (centres undefined)
  -14%	-18%	?	-1%	2	11%	1%

(further entries)
Under each structure: LmPK inhibitor	AmpC inh no detg	Sm TGR block	TbPYK inhibitor	HCMV inh	AMA1 RON2 block	AmpC detergent
- COc1ccc(C2=C(C(C)=O)Sc3nnc(-c4ccc(Cl)cc4)n3N2C(C)=O)cc1OC
  .	.	-22%	1%	-21	.	-2%
- CC1(C)Oc2ccc(NC(=O)c3ccco3)cc2O1
  -23%	-31%	12%	4%	-13	8%	?
- CCc1ccccc1N(CC(=O)NCCSCc1ccco1)S(C)(=O)=O
  1%	15%	-22%	-5%	-29	-9%	-3%
- O=c1c2cccnc2n(Cc2ccc(Cl)cc2)c(=O)n1Cc1ccc(F)cc1
  .	.	-2%	5%	2	.	13%
- Cc1ccc(CNC(=O)C2CCN(S(=O)(=O)c3cccnc3)CC2)cc1
  -2%	9%	-18%	-7%	6	7%	0%
- Cc1cc2c(cc1C)NC(c1c(C)n(C)n(-c3ccccc3)c1=O)C1=C(CC(C)(C)CC1=O)N2 (centres undefined)
  3%	3%	?	0%	46	-5%	-9%
- CCCNC(=O)NC(=O)COC(=O)c1cccc(NS(=O)(=O)c2ccc(F)c(F)c2)c1
  4%	-29%	-12%	14%	15	1%	-3%
- Cc1cc(OC(C)C(=O)NCCCN2CCOCC2)ccc1Cl (centres undefined)
  2%	-12%	0%	2%	-14	-3%	?
- O=C(OCn1nnc2ccccc2c1=O)C1CCCCC1
  1%	21%	-19%	-5%	-7	6%	?
- CCOC(=O)N1CCC(=NNC(=O)COc2ccc(OC)cc2)CC1
  7%	-20%	-2%	-5%	-24	12%	?
- CCN(CC)c1ccc(S(=O)(=O)N(CC)CC)cc1NC(=O)c1cccnc1
  1%	53%	5%	-7%	-27	10%	?
- CCCCNC(=O)C1c2ccccc2Oc2ccccc21
  -5%	-2%	7%[57.1 µM]	2%	?	-4%	-8%
- COc1cc(=O)n2c(-c3ccccc3)csc2n1
  -2%	-17%	2%	-9%	-3	1%	-19%
- CNC(=O)c1sc(NCc2ccccc2OC)nc1C
  1%	-11%	-12%	-7%	66	5%	-3%
- COC(=O)c1nnn(-c2ccc(Cl)cc2)c1C(=O)OC
  .	.	4%	4%	-12	.	14%
- N#CCCN1CCN(C(=S)c2ccc(-c3cccc(Cl)c3)o2)CC1
  5%	80%[activator]	-25%	-7%	21	?	-2%
- Cc1cc(-n2cccn2)ccc1CN1CCN(CC(C)C)C(CCO)C1 (centres undefined)
  -3%	-13%	-4%	-5%	1	5%	2%
- CC(C)CCNC(=O)CCc1nnc2ccc(N3CCC(C)CC3)nn12
  -1%	61%[activator]	8%	0%	-19	-2%	-2%
- COC(=O)c1ccc(Cn2c(SCc3cccc(C)c3)nc3ccncc32)cc1
  .	.	-2%	-7%	-10	.	7%
- CCOc1ccccc1NC(=O)CCn1c(=O)oc2ccccc21
  -6%	-3%	4%	6%	-21	-20%	-4%
- O=C(CCCn1c(=O)[nH]c2ccsc2c1=O)N1CCN(c2ccccn2)CC1
  -5%	6%	-6%	-4%	5	6%	0%
- CCCCNC(=O)C(NC(=O)c1ccc(=O)[nH]c1)C(=O)c1ccccc1 (centres undefined)
  .	.	.	2%	25	9%	.
- CCOC(=O)N1CCN(C(=O)c2cnn3c(C(F)F)cc(-c4ccc(C)cc4)nc23)CC1
  4%	-16%	3%	8%	30	-4%	0%
- COc1cc(C(=O)Nc2ccc(C)cc2)c2ccccc2n1
  4%	-6%	-11%	-6%	-60*	20%	1%
- CC(C)OC(=O)c1ccc(COc2ccc3ccc(=O)oc3c2)o1
  0%	-2%	-11%	4%	-15	4%	?
- Oc1cccc2cccnc12
  -7%	-7%	-24%	0%	.	.	-6%
- CC(C)(C)CNC(=O)c1ccc2c(c1)S(=O)(=O)c1cc(Cl)ccc1C2=O
  .	-44%	-6%	-10%	-32	-9%	-3%
- CCNc1nc(NCC)n2c(SCC(=O)Nc3ccc(OC(F)F)cc3)nnc2n1
  .	-6%	1%	-8%	9	-8%	?
- Cc1ccc(OCC(=O)OCCN2C(=O)c3ccccc3C2=O)cc1C
  2%	13%	2%	4%	22	0%	?
